# CCHFV vOTU inh = CCHFV vOTU protease inhibitors, primary screen, biochemical, Pep-AMC substrate, fluorescence | Crimean-Congo hemorrhagic fever virus L polyprotein viral ovarian tumor (vOTU) protease … | inhibition, % at 11.5 µM | hit rate 0.55% among 370,000 | AID 651958, 2012; also: 0% = vehicle wells with enzyme and 100% = no enzyme wells
# PrPC surface inh = inhibitors of human cell surface prion protein PrPC, primary screen, cell-based, TR-FRET | Major prion protein (Homo sapiens), P04156 | TR-FRET read-out | inhibition, % at 13.8 µM | hit rate 0.43% among 370,000 | AID 720596, 2013; in the data active = inhibition above about 24%; also: 0% = median of the test wells and 100% = reference compound wells
# Mtb FBA inh = Mtb FBA enzyme inhibitors, primary screen, biochemical, fluorescence, strain H37Rv; Fructose-bisphosphate aldolase (Mycobacterium tuberculosis (strain ATCC 25618 / H37Rv)), …; purified M. tuberculosis FBA, fluorescence read-out; inhibition, % at 1 µM; hit rate 2.3% among 360,000; in the data active = inhibition above about 27%;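 also: 0% = vehicle and 100% = reference inhibitor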
# Target sequence (P9WQA3 whole entry, looked up): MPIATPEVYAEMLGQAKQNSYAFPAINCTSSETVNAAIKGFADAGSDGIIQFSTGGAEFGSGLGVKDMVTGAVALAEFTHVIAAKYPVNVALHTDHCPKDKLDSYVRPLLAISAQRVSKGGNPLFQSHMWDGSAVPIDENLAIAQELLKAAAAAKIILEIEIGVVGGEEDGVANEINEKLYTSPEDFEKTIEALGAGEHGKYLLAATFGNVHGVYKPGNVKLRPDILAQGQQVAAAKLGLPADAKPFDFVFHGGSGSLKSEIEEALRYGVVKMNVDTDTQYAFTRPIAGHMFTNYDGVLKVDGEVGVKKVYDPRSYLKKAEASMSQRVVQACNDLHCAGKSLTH
# FadD28 FP inh = inhibitors of FadD28 bisubstrate probe binding, primary screen, biochemical, fluorescence polarization, single point; Mycobacterium tuberculosis FadD28 fatty-acid-AMP ligase; inhibition, % at 12.5 µM; hit rate 0.22% among 360,000; AID 588549, 2011; in the data active = inhibition above about 8.5%, passing the limit was not always enough; inconclusive = no clear call, values can overlap the other calls
# BoNT-A LC inh2 = BoNT/A light chain protease inhibitors, primary screen, biochemical, flow cytometry, MLPCN library | multiplex microsphere protease substrate cleavage | inhibition, % at 10 µM | hit rate 0.17% among 360,000 | AID 588499, 2011; in the data active = inhibition above about 30%; inconclusive = no clear call, values can overlap the other calls; also: plate controls were buffer without enzyme for full effect and enzyme alone for no effect
# BoNT F protease = BoNT/F light chain protease inhibitors, primary screen, biochemical, flow cytometry, MLPCN library. hit rate 0.22% among 360,000. Botulinum neurotoxin type F light chain protease (Clostridium botulinum). Multiplex microsphere protease cleavage assay. inhibition, % at 10 µM; in the data active = inhibition above about 35%, passing the limit was not always enough; inconclusive = no clear call, values can overlap the other calls; also: plate controls were buffer without enzyme for full effect and enzyme alone for no effect
# Mtb BioA inh = M. tuberculosis BioA enzyme inhibitors, primary screen, biochemical, plate reader, single point, HTS | 7,8-diaminopelargonic acid synthase BioA (Mycobacterium tuberculosis) | purified M. tuberculosis BioA enzyme | inhibition, % at 9.99 µM | hit rate 0.096% among 360,000; in the data active = inhibition above about 40%; inconclusive = no clear call, values can overlap the other calls
# Mtb UGM inh = M. tuberculosis UGM enzyme inhibitors, primary screen, biochemical, fluorescence polarization, single point. inhibition, % at 10 µM. purified UGM, fluorescence polarization probe displacement. hit rate 0.06% among 320,000. AID 504406, 2011; in the data active = inhibition above about 10%, passing the limit was not always enough; inconclusive = no clear call, values can overlap the other calls
# Target sequence (P9WIQ1 whole entry, looked up): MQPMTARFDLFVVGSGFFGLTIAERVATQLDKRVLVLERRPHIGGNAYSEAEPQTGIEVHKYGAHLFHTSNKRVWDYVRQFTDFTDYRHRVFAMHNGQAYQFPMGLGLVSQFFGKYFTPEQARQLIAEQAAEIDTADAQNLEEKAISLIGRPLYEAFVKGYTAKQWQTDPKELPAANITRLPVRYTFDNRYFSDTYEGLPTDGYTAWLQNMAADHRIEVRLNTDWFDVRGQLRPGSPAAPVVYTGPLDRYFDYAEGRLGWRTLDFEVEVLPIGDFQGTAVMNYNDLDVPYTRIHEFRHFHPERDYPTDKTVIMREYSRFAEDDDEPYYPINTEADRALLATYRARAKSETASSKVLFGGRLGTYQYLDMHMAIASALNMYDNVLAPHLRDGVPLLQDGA
# GDH-TPI counter = GDH-TPI coupling enzyme inhibitors, primary screen, artefact control for M. tuberculosis FBA inhibitor project, biochemical, absorbance, full deck | GDH-TPI coupled enzyme counterscreen, NADH absorbance | inhibition, % at 4.8 µM | hit rate 1.2% among 360,000;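 also: 0% = DMSO wells and 100% = wells lacking the enzyme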
# An asterisk follows results filed as active; ? = inconclusive; . = not tested or not shown; & = joins results of further samples. Rule as the data show it, unless noted: active = inhibition above about 30%; inactive = the rest.
item	compound	CCHFV vOTU inh	PrPC surface inh	Mtb FBA inh	FadD28 FP inh	BoNT-A LC inh2
1	Cc1cc(C)n(C(N)=NC(=O)c2ccc([N+](=O)[O-])cc2)n1	-8	-6	6	0.6	-0.2
2	CCOCCCN(C(=O)Cn1nnc(-c2ccc(C)o2)n1)C(C(=O)NC1CCCC1)c1ccc(C)o1 (stereo not drawn)	6	-2	9	-1.2	1.4
3	CC(C)[C@H](NS(=O)(=O)c1ccccc1)C(=O)OCC(=O)NCc1ccc2c(c1)OCO2	-15	-6	0	-0.5	-0.1
4	CCN(Cc1ccccc1)C(=O)CC1Oc2ccccc2NC1=O (stereo not drawn)	-7	-7	3	-0.7	-0.3
5	CC(C)(C)OC(=O)NCCCC[C@@H](C(=O)NCCCCCCCCCCC(=O)N1CCN(C(=O)OC(C)(C)C)CC1)n1cc(CCCC(=O)O)nn1	9	-2	4	0.2	-0.1
6	CC1CCN(C(=O)CN2C(=O)C(=O)c3ccccc32)CC1	.	.	-3	-1.5	-0.7
7	COc1ccc(-c2ccc(CN3C(C)C(=O)N(Cc4cn(CC5CCCCC5)nn4)CCS3(=O)=O)cc2)cc1 (stereo not drawn)	24	-12	-4	-7.1	-0.6
8	OC(c1ccc(Cl)c(Cl)c1)c1ncc(-c2cccc(F)c2)[nH]1 (stereo not drawn)	-3	0	-1	-5.5	-0.4
9	CCNC(=O)NC(=O)C(C)Sc1ncc(C(F)(F)F)cc1Cl (stereo not drawn)	0	1	1	1.3	-0.7
10	CCCCOc1ccc(NC2=NC3(CCCC3)N=C(N)N2)cc1	-2	3	10	-4.1	0.6
11	COc1cccc(/C=C(\CC(=O)O)c2nc3ccccc3s2)c1	-1	3	13	-2.1	0.0
12	CC(C)C[C@H]1CNC(=S)N1CC1CCCN1C[C@H](Cc1ccc(O)cc1)N1C[C@H](Cc2ccccc2)N(CC2CCCCCC2)C1=S (stereo partly drawn)	16	2	-2	-3.6	0.1
13	Cc1ccc(NC(=O)CN(C)C(=S)NC2CC2)cc1	2	17	-2	-2.8	-10
14	CCCN1C(=O)/C(=C/C=C2\N(CC)c3ccccc3C2(C)C)SC1=S	1	1	-1	-2.1	9.5
15	Fc1ccc(SCCc2ccccn2)cc1	8&-11	-6&-7	3&0	-0.6&1.1	1.3&-6.9

item	BoNT F protease	Mtb BioA inh	Mtb UGM inh	GDH-TPI counter
1	-22	-1.8	-1.7	0
2	-7	-4.3	.	7
3	-1	.	3.1	-2
4	-1	-1.1	0.1	11
5	-1	3.9	-2.5	-6
6	-2	2.0	4.1	13
7	0	-1.9	.	-1
8	-7	1.2	.	1
9	1	0.2	-4.4	-3
10	2	1.7	-0.9	2
11	-7	-0.4	-0.1	22
12	1	-0.3	.	2
13	-20	.	-0.4	1
14	-18	-0.6	3.0	3
15	?	-0.4&-2.7	-0.2&2.9	7&-3

# Quoted from the listing.
# `CC(C)(C)OC(=O)NCCCC[C@@H](C(=O)NCCCCCCCCCCC(=O)N1CCN(C(=O)OC(C)(C)C)CC1)n1cc(CCCC(=O)O)nn1` – PrPC surface inh: -2
# `Cc1cc(C)n(C(N)=NC(=O)c2ccc([N+](=O)[O-])cc2)n1` – Mtb FBA inh: 6
# `CCCN1C(=O)/C(=C/C=C2\N(CC)c3ccccc3C2(C)C)SC1=S` – Mtb BioA inh: -0.6

# (listing goes on)
item	compound	CCHFV vOTU inh	PrPC surface inh	Mtb FBA inh	FadD28 FP inh	BoNT-A LC inh2
16	Cc1cccc(OCC(=O)Nc2ccc3c(c2)C(=O)NC3=O)c1	8	-3	8	-0.5	-0.4
17	COCc1nc2oc3ccc(C)cc3c(=O)c2cc1C(=O)OC	-16	0	9	0.2	2.7
18	Clc1ccc2nc(-c3ccccc3)c(Cc3ccccc3)n2c1	-3	-11	2	-6.8	0.2
19	CC(C)(C)NC(=O)C(c1ccncc1)N(C(=O)c1csnn1)C1CC1 (stereo not drawn)	-5	-2	-4	1.1	-0.6
20	O=C(CN1C(=O)S/C(=C\c2ccccc2F)C1=O)NCCCn1ccnc1	14	-7	3	0.5	-0.3
21	Cc1cccc(C)c1NC(=O)CN1CCc2ccccc2C1	-2	5	-1	-3.4	-1.0
22	COCCCNC(=O)C1CCCN(S(=O)(=O)c2cccc3nsnc23)C1 (stereo not drawn)	-2	-25	-6	-4.7	0.6
23	Cn1cc(Cl)c(C(=O)N/N=C/c2ccc(OS(=O)(=O)c3ccccc3)cc2)n1	22	4	4	-4.0	-0.6
24	O=C(CCCn1c(=O)oc2ccccc21)N1CCN(c2ccc(F)cc2)CC1	1	0	4	-2.3	-0.6
25	CCN(c1cccc(C)c1)S(=O)(=O)c1ccc(-c2cc(C)no2)s1	17	13	1	-5.0	0.8
26	COC(C[C@H]1O[C@H]1[C@@H](O)[C@H](C)OCc1ccccc1)OC	-10	1	1	0.9	-0.1
27	CCOc1ccc(C2C(C#N)=C(N)N(N(C)C)C3=C2C(=O)CC(C)(C)C3)cc1 (stereo not drawn)	-9	5	2	-0.7	2.0
28	CC(=O)N1c2ccc(S(=O)(=O)NCCC(=O)NC3CCC(C)CC3)cc2CC1C (stereo not drawn)	1	1	-1	-0.9	-1.1
29	N#Cc1cccc(S(=O)(=O)Nc2c(NC3CCCCC3)c3ccccc3oc2=O)c1	.	.	0	-6.1	0.2
30	CS(=O)(=O)N1CCN(C(=N)N[N+](=O)[O-])CC1	-14	4	0	-0.3	0.2

item	BoNT F protease	Mtb BioA inh	Mtb UGM inh	GDH-TPI counter
16	-2	-3.0	0.2	12
17	-16	0.1	-1.0	16
18	-7	-0.8	.	10
19	12	-0.9	-0.6	-1
20	1	1.0	2.2	34*
21	?	-0.5	3.2	-6
22	0	0.5	-0.7	0
23	-4	1.9	-0.1	-1
24	-2	4.7	-0.8	-2
25	-2	2.5	1.0	-6
26	-3	-5.3	.	3
27	-4	-1.6	4.6	13
28	-4	-1.0	1.0	9
29	3	0.6	-0.9	7
30	0	.	1.1	-3

# Part of the list above in order of length of the SMILES, highest first.
item	compound	CCHFV vOTU inh	PrPC surface inh	Mtb FBA inh	FadD28 FP inh	BoNT-A LC inh2
20	O=C(CN1C(=O)S/C(=C\c2ccccc2F)C1=O)NCCCn1ccnc1	14	-7	3	0.5	-0.3
8	OC(c1ccc(Cl)c(Cl)c1)c1ncc(-c2cccc(F)c2)[nH]1 (stereo not drawn)	-3	0	-1	-5.5	-0.4
10	CCCCOc1ccc(NC2=NC3(CCCC3)N=C(N)N2)cc1	-2	3	10	-4.1	0.6

item	BoNT F protease	Mtb BioA inh	Mtb UGM inh	GDH-TPI counter
20	1	1.0	2.2	34*
8	-7	1.2	.	1
10	2	1.7	-0.9	2

# (cont.)
item	compound	CCHFV vOTU inh	PrPC surface inh	Mtb FBA inh	FadD28 FP inh	BoNT-A LC inh2
31	COc1cccc(NC(=O)Nc2cc(NC(=O)Nc3cccc(OC)c3)c(C)nc2C)c1	5	-4	-3	-7.9	-0.9
32	COc1ccccc1C(=O)NCC(=O)OCc1csc(-c2ccccc2)n1	15	-4	2	-2.5	-1.1
33	COC(=O)c1sccc1NC(=O)COc1ccc(Cl)cc1	2	8	1	-1.0	0.3
34	CCOC(=O)C1=CCN(S(=O)(=O)c2ccccc2C)C1c1cccc(C)c1 (stereo not drawn)	16	-4	1	-1.4	-1.6
35	COc1ccc(/C=C2\SC(=S)N(CCC(=O)Nc3ccccc3C(=O)O)C2=O)cc1	10	9	0	-1.8	0.2
36	COc1ccc(-c2cc(C(F)(F)F)n3nc(C(=O)N4CCOCC4)nc3n2)cc1	8	-34	0	-0.1	0.1
37	COc1ccc(CCNC(=O)COc2nsnc2N2CCOCC2)cc1OC	0	-1	-1	-0.8	0.4
38	CC(C)(C)OC(=O)N(CCc1ccccc1)Cc1ccc(OCc2cccc(NC(=O)C3CCCC3)c2)cc1	23	-4	0	-4.9	-0.1
39	COc1ccc(Cn2c(=O)c3c(nc(NCCO)n3C)n(C)c2=O)cc1	19	9	1	-1.3	2.0
40	CSc1nc2nc(C(F)(F)F)cc(-c3ccccc3)n2n1	-21	4	34*	-3.2	2.1
41	C(=NC12CN3CN(CN(C3)C1)C2)c1cccnc1	1	1	-3	-0.5	1.1
42	O=C(CN1CCN(S(=O)(=O)c2ccc(Cl)cc2)CC1)NC1CCCC1	17	0	-1	-1.3	-0.4
43	CC(=O)Nc1ccc(S(=O)(=O)N(C)CC(=O)OCC(=O)c2ccc[nH]2)cc1	9	1	0	-0.5	-0.7
44	COc1cc(CNCCc2ccc(S(N)(=O)=O)cc2)ccc1OCC(=O)N1CCCCC1	0	0	-1	-2.5	0.0
45	COC(=O)C12CC3CC(C1)CC(n1cnc(Cl)n1)(C3)C2	11	2	2	-4.2	0.1

item	BoNT F protease	Mtb BioA inh	Mtb UGM inh	GDH-TPI counter
31	-1	.	3.4	-4
32	-5	0.0	1.5	2
33	-5	.	.	-6
34	-5	0.8	.	.
35	-8	-1.6	2.1	10
36	0	.	.	44*
37	1	-1.7	2.1	0
38	-5	-0.7	.	-4
39	15	2.9	2.6	-1
40	?	0.6	1.4	24
41	-3	0.4	0.1	6
42	0	0.7	-1.5	6
43	4	.	-0.1	11
44	1	-0.1	0.1	-1
45	-1	.	1.8	-5

# More records
item	compound	CCHFV vOTU inh	PrPC surface inh	Mtb FBA inh	FadD28 FP inh	BoNT-A LC inh2
46	COc1cc(OC)cc(-c2c(C#Cc3ccsc3)c3cc(-c4ccc5[nH]ccc5c4)ccc3n2C)c1	18	7	12	-0.9	0.2
47	CN(Cc1cccnc1)Cc1cn(Cc2ccccc2)nc1-c1ccc2c(c1)OCO2	3	3	-3	-1.5	-0.2
48	COc1ccc2nc(NC(=O)C3COc4ccccc4O3)sc2c1 (stereo not drawn)	-1	-2	-1	-5.2	1.1
49	Cc1cccc(CCNC(=O)Cn2ncc3c([nH]c4ccccc43)c2=O)c1	.	.	-3	-5.3	1.8
50	COc1cccc2sc(N(CCN(C)C)C(=O)/C=C/c3cccs3)nc12	4	-3	1	-3.2	-0.2
51	COc1ccc(C(CNC(=O)CCC(=O)c2ccc(C)s2)N2CCOCC2)cc1 (stereo not drawn)	-9	-6	-2	-2.2	-2.0
52	O=C(N1CCN(c2ccccc2F)CC1)C1(S(=O)(=O)c2ccc(Cl)cc2)CC1	13	-1	0	-1.6	-1.1
53	CCC(C)NC(=O)C1CCN(S(=O)(=O)c2ccc3nc4c(c(C(=O)O)c3c2)CCCCC4)CC1 (stereo not drawn)	8	6	2	-0.9	-1.2
54	COc1ccc(-c2csc(N3CCN(Cc4ccc5c(c4)OCO5)CC3)n2)cc1	.	.	0	-0.5	-1.0
55	Cc1ccccc1C(=O)Nc1ccc(S(=O)(=O)NCC2CCCO2)cc1 (stereo not drawn)	0	2	-2	-0.3	0.0
56	O=c1[nH]c(=O)c2nc3ccccc3nc2[nH]1	4	-10	1	-2.5	0.4
57	CCN1C(=O)N/C(=C/c2ccc(C)o2)C1=O	20	-9	-3	-0.6	-1.0
58	CC(C)CN(C(=O)COC(=O)c1ccc(Br)o1)c1c(N)n(Cc2ccccc2)c(=O)[nH]c1=O	11	-2	4	-1.7	-2.6
59	COc1ccccc1NC(=O)CSc1nc(O)cc(=O)n1C	-7	1	2	-0.7	-1.0

item	BoNT F protease	Mtb BioA inh	Mtb UGM inh	GDH-TPI counter
46	-4	-5.9	2.2	44*
47	0	.	-0.9	1
48	-10	0.7	6.8	2
49	2	-1.9	1.8	-12
50	-12	.	0.3	32*
51	-2	-0.5	-2.2	3
52	-8	6.8	3.8	-7
53	-3	-8.4	4.5	15
54	-2	3.5	-2.0	6
55	4	1.0	.	2
56	6	-1.4	-0.9	11
57	-8	.	1.9	18
58	13	.	0.8	-1
59	-5	-0.2	0.5	-1

# Screening data: PubChem BioAssay, several laboratories
